# Screening data: PubChem, several laboratories
# hcDAF12 agonist: activates DAF-12 receptor from parasite H. contortus; 370,000 compounds, 1.4% hits; HEK293 hcDAF-12 lit1-tk-luc reporter, luminescence; 0% DMSO, 100% Δ7-dafachronic acid; activation, % at 6.8 µM;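 active means activation above the mean of all tested compounds plus 3 SD, cut at about 5.5% in these data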;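 further: 100% = response to 3 µM Δ7-dafachronic acid high control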
# sPLA2-III inh: Inhibits HGIII-sPLA2 liposome hydrolysis, primary screen | inhibition, % at 12.2 µM | Q9NZ20 | 370,000 compounds, 0.56% hits | QFRET BODIPY PC-A2 liposome hydrolysis, fluorescence;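 active means inhibition above mean plus 3 SD of compounds lying within the high and low control bounds, cut at about 19% in these data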;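 further: 0% = median of test compound wells and 100% = no enzyme DMSO wells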
# Target sequence (Q9NZ20 whole entry, looked up): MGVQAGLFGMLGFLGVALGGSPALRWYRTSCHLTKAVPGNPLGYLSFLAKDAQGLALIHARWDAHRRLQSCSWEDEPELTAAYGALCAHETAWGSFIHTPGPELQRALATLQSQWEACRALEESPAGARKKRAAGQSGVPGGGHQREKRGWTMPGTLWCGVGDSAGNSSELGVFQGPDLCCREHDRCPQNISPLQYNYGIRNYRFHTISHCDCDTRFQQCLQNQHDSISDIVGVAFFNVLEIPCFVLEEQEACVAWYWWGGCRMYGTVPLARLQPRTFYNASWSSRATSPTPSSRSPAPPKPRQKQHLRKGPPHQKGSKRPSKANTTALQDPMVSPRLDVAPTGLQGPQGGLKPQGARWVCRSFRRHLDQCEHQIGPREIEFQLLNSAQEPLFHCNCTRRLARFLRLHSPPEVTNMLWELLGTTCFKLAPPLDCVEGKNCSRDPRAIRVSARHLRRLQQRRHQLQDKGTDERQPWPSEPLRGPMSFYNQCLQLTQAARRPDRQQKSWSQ
# DAX1 inh-1: blocks DAX1 repression of SF-1 activated StAR promoter. HEK293T StAR-luciferase reporter, SF-1/DAX-1 repression relief. inhibition, % at 6.8 µM. 370,000 compounds, 1.1% hits. AID 652010;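 active means inhibition above the mean over all tested compounds plus 3 SD, cut at about 3.6% in these data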;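 further: 0% = DAX-1 cells with DMSO and 100% = cells lacking DAX-1 with DMSO; higher inhibition means more luminescence from relief of DAX-1 repression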
# hgDAF-12 ag: agonists of H. glycines DAF-12 nuclear receptor | HEK293 GAL4-hgDAF12 UAS-luciferase reporter, agonist luminescence; normalized to butyrate control | activation, % at 6.8 µM | 370,000 compounds, 1.8% hits;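 active means activation above a cutoff set at the mean of all screened compounds plus 3 SD, cut at about 10% in these data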;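 further: 0% = DMSO wells and 100% = sodium butyrate wells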
# DAX1 inh-2: inhibitors of human orphan nuclear receptor DAX1 (NR0B1) | HEK293 Gal4-DAX1 luciferase reporter, luminescence | inhibition, % at 6.75 µM | 340,000 compounds, 0.99% hits | AID 504766;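 active means inhibition above the mean over all tested compounds plus 3 SD, cut at about 4.2% in these data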;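 further: 0% = DAX1-transfected cells with DMSO and 100% = empty-vector control cells with DMSO; inhibition shows as a rise in luminescence from relieved DAX1 repression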
# Target sequence (P51843 207-470 limits assumed): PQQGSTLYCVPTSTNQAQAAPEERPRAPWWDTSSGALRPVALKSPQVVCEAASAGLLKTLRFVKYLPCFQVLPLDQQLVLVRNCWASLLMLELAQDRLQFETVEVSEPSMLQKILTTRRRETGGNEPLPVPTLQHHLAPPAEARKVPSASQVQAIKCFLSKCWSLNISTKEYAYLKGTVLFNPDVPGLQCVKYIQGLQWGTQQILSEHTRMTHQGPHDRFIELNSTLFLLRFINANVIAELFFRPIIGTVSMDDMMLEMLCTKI
# SMARCA2 act: increases SMARCA2 function in MMTV reporter cells; MG213 cells, MMTV-luciferase reporter, dexamethasone, overnight; activation, % at 9.1 µM; 370,000 compounds, 1% hits; in the data active means activation above about 7.8%;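 further: 0% = vehicle wells and 100% = reference activator wells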
# PG9 binder: binds the HIV-1 gp120 antibody PG9; TR-FRET gp120-PG9 antibody binding; 360,000 compounds, 0.43% hits; inhibition, % at 6.7 µM; in the data active means inhibition above about 8.5%
# NR1D1 modulator: Rev-erb alpha (human) modulation; 370,000 compounds, 0.79% hits; Rev-erbα–FITC-DNA binding, fluorescence polarization, 90 min; activity, % at 10 µM; P20393;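 active means activity above about 14%, limit read from the data; passing the limit was not always enough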;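 further: 0% = DMSO wells with 35 nM protein and 100% = DMSO wells with 750 nM protein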
# PLC-beta3 inh: blocks human PLC-beta3 enzyme activity. Q01970. inhibition, % at 12.2 µM. Purified PLC-beta3, fluorogenic substrate, fluorescence. 370,000 compounds, 0.18% hits; in the data active means inhibition above about 11%;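 further: 0% = median of compound wells on plate and 100% = full blocker control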
# ssDAF-12 act: activates DAF-12 receptor from parasite S. stercoralis; HEK293 ssDAF-12/GRIP1 lit1-tk-luc reporter, luminescence; % of 3 µM dafachronic acid response; activation, % at 6.8 µM; 370,000 compounds, 1% hits; AID 652126;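 active means activation above the mean over all tested compounds plus 3 SD, cut at about 0.9% in these data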;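 further: 0% = DMSO-only wells and 100% = 3 µM delta7-dafachronic acid wells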
# GAA850 FXN act: activators of GAA850 frataxin (FXN) promoter | activation, % at 6 µM | 360,000 compounds, 0.56% hits | HEK293 lucGAA850 FXN promoter luciferase reporter, 24 h; percent of 10 µM SAHA response;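 active means activation above the average of all compounds screened plus 3 SD, cutoff fixed separately per campaign, cut at about 7.5% in these data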;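 further: 0% = DMSO wells and 100% = 10 µM SAHA wells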
# Numbers without * were called inactive; i = inactive; x = not tested or not shown. Outcome played no part in choosing rows; any-hit rate near 7%.
SMILES,hcDAF12 agonist,sPLA2-III inh,DAX1 inh-1,hgDAF-12 ag,DAX1 inh-2,SMARCA2 act,PG9 binder,NR1D1 modulator,PLC-beta3 inh,ssDAF-12 act,GAA850 FXN act
COc1ccc(-c2n[nH]c3c2C(c2ccc(OC)c(OC)c2)N(c2ccccc2)C3=O)cc1 (stereo not given),-0.5,-17,-0.5,-4.3,0.3,1,2.0,-2,1,-1.7,5.1
Cc1c(NC(=O)/C(C#N)=C/C2CC=CCC2)c(=O)n(-c2ccccc2)n1C (stereo not given),-1.7,10,-0.3,-0.8,2.6,-4,3.1,0,-1,-0.7,-0.1
CCC(C)(C)n1nnnc1C(c1ccc(F)cc1)N1CCN(C(=O)c2ccco2)CC1 (stereo not given),-0.9,-4,-0.5,0.0,1.2,1,-1.7,-2,-3,-1.2,2.2
O=C(OC(c1ccc(NS(=O)(=O)c2ccccc2)cc1)(C(F)(F)F)C(F)(F)F)c1ccccc1,-3.0,-31,-0.5,-0.5,-1.0,-1,-2.0,0,3,-1.6,-0.8
Cc1ccc(N(C(=O)c2snc(C(N)=O)c2N)C(CC(C)C)C(=O)NC2CCCC2)cc1 (stereo not given),0.4,7,-0.1,1.0,-0.7,1,-0.1,3,-5,-0.3,1.5
COc1ccc(N(C(=O)CNC(=O)c2ccco2)C(C(=O)NC2CCCC2)c2ccco2)cc1 (stereo not given),-1.3,-4,-0.3,-1.2,-0.8,-3,-0.2,6,-5,-1.4,0.7
Cc1noc(C)c1COC(=O)c1ccc2c(c1)S(=O)(=O)c1ccccc1C2=O,-1.3,-5,-0.6,2.1,-0.3,-2,-0.3,-1,4,-0.4,2.0
CN(C)c1cccc(-c2cnc(N3CCC(C(N)=O)CC3)nc2)c1,-1.2,2,x,8.4,x,x,x,-6,-42,-0.8,x
Cc1ccc(/C=C/C(=O)Nc2ccc([N+](=O)[O-])c(NC(=O)/C=C/c3ccc(C)o3)c2)o1,-2.1,-1,-0.2,-0.8,-0.6,0,0.0,-17,5,-1.5,2.3
CNc1cc(=O)n(C)c(=O)n1-c1ccccc1,-0.5,4,0.2,1.6,1.5,-4,-0.7,-4,-7,-1.0,0.2
COc1ccc(-c2csc(N(CCCN(C)C)C(=O)c3ccc(C(C)(C)C)cc3)n2)cc1,-0.3,9,0.0,-2.6,-1.2,-4,-0.8,-2,-6,-1.4,-0.2
COc1ccc(Oc2ccc(/C=C/C(=O)c3ccc(O)cc3)cc2[N+](=O)[O-])cc1,-6.3,-22,-3.1,-5.5,-2.8,-4,-0.9,-3,1,-2.1,-4.5
CCOc1ccccc1C(=O)OCC(=O)Nc1ncc(C(F)(F)F)cc1Cl,-1.1,0,0.3,-1.7,-0.5,-1,0.4,-9,-1,-1.1,-1.7
Cc1ccc(NC(=O)Cc2ccc(-n3cccc3)cc2)c(C)c1,-0.6,-7,-0.3,3.7,0.2,-2,1.4,-2,-1,-1.9,2.3
Cc1cccc(NC(=O)CSc2nsc(SCC(=O)Nc3cccc(C)c3)c2C#N)c1,-0.3,4,-0.2,0.8,-1.0,1,1.5,0,-8,-2.0,0.6
CCC(C(=O)Nc1ccccc1N1CCCC1)c1ccccc1F (stereo not given),-2.4,9,-1.4,2.9,x,-3,x,-3,-4,-1.3,x
CC(NC(=O)C(Cc1ccccc1)N1C(=O)C2C3CCC(C3)C2C1=O)c1ccccc1 (stereo not given),-0.2,2,-0.2,-0.8,0.1,2,-2.9,4,8,-1.2,1.8
COc1ccc(NC(=O)CN2C(=O)C(C)SC(C)C2=O)cc1 (stereo not given),0.1,3,-1.0,3.4,-0.5,-2,-1.3,2,1,-1.3,-0.1
C/C(CC(=O)Nc1ccc([N+](=O)[O-])cc1)=N/NC(=O)C1CC12CCC2 (stereo not given),0.4,-15,0.5,-1.0,1.9,-2,0.3,3,4,-1.4,0.7
Cc1ccccc1Cn1c(=O)n(C)c(=O)c2sccc21,-0.7,0,-0.5,0.3,1.0,-2,-4.3,0,1,-0.9,2.3

# Gathered by group: the compounds so far with a furan ring, fused or not.
SMILES,hcDAF12 agonist,sPLA2-III inh,DAX1 inh-1,hgDAF-12 ag,DAX1 inh-2,SMARCA2 act,PG9 binder,NR1D1 modulator,PLC-beta3 inh,ssDAF-12 act,GAA850 FXN act
CCC(C)(C)n1nnnc1C(c1ccc(F)cc1)N1CCN(C(=O)c2ccco2)CC1 (stereo not given),-0.9,-4,-0.5,0.0,1.2,1,-1.7,-2,-3,-1.2,2.2
COc1ccc(N(C(=O)CNC(=O)c2ccco2)C(C(=O)NC2CCCC2)c2ccco2)cc1 (stereo not given),-1.3,-4,-0.3,-1.2,-0.8,-3,-0.2,6,-5,-1.4,0.7
Cc1ccc(/C=C/C(=O)Nc2ccc([N+](=O)[O-])c(NC(=O)/C=C/c3ccc(C)o3)c2)o1,-2.1,-1,-0.2,-0.8,-0.6,0,0.0,-17,5,-1.5,2.3

# The list continues:
SMILES,hcDAF12 agonist,sPLA2-III inh,DAX1 inh-1,hgDAF-12 ag,DAX1 inh-2,SMARCA2 act,PG9 binder,NR1D1 modulator,PLC-beta3 inh,ssDAF-12 act,GAA850 FXN act
Cc1cccc(C(=O)N[C@H](C(=O)OCC(=O)NC(=O)c2cccn2C)C(C)C)c1,0.6,-1,0.7,2.2,-1.8,-2,-0.5,3,-12,-1.2,1.3
C=CCn1c(SCC(=O)Nc2nnc(C)s2)nnc1-c1cccnc1,0.9,4,0.4,0.5,1.9,-3,0.6,2,-4,-1.2,1.0
COC(=O)NN=C1CCC(c2ccccc2)CC1 (stereo not given),0.3,2,0.6,2.1,0.3,1,1.1,3,-9,-1.1,1.0
COc1ccc(C(=O)N2CCc3cc4c(cc3C2C)OCCCO4)cc1 (stereo not given),-1.8,-1,0.0,3.0,0.6,0,0.8,1,-10,-1.6,0.1
Cc1c(C(c2ccc(Br)cc2)c2c(C)n(C)n(-c3ccccc3)c2=O)c(=O)n(-c2ccccc2)n1C,2.1,0,-0.2,1.1,-0.1,1,-1.4,0,-4,-0.9,0.0
O=C1CCCN1CCCNS(=O)(=O)c1ccc(F)c(F)c1,0.8,6,-1.5,0.5,-0.4,-2,-0.7,-7,-4,0.0,-0.1
Cc1ccc(CN2CCNC(=O)C2CC(=O)NCC(F)(F)F)o1 (stereo not given),-0.2,0,-0.7,1.8,1.4,-1,0.6,1,-1,-1.0,1.7
CC(C)(C)[C@H]1COC(=O)[C@@H](Cc2ccc(F)cc2)C/C=C\C[C@@H](CC(=O)N[C@@H](CO)Cc2ccccc2)C(=O)N1,-2.0,-27,-0.1,-4.6,-1.5,1,-1.0,3,2,-1.4,-3.6
Cc1ccc(Cl)cc1OCC(=O)NCCOC(=O)Nc1sc(=S)n(C)c1C,0.9,15,-0.6,2.4,-0.3,0,-0.5,0,2,-1.1,-0.2
Cc1nn2c(N3CCOCC3)cc(C(C)(C)C)nc2c1-c1ccc(Cl)cc1,-0.9,5,-0.5,0.3,1.2,-1,-0.2,30*,-12,-1.5,1.4
COc1ccc(/C=C/c2ccccc2)cc1[C@H]1[C@H]2C=CC[C@@H](C)[C@@H]2C(=O)N1Cc1ccccc1,-0.5,0,0.1,1.8,1.1,0,-2.2,1,0,-1.2,0.6
Cc1cccc(C)c1NC(=O)C(c1ccncc1)n1c(=O)c(-c2cc3ccccc3[nH]2)nc2ccccc21 (stereo not given),6.4*,-22,2.5,11*,x,-2,1.5,0,i,1.0*,x
COc1ccc(/C=N/NC(=O)CNC(=O)COc2ccccc2)cc1,-0.8,5,0.2,-0.3,-0.2,-4,-1.7,-3,-2,0.2,2.2
Cc1nnc(SCCN2CCOCC2)n1-c1cccc(Cl)c1,-1.0,1,-0.8,3.7,-1.2,3,0.1,0,3,-1.0,0.0
O=C(O)CSc1nc2ccc(Cl)cc2[nH]1,-0.8,2,0.0,-0.2,-0.6,0,-1.4,0,0,-1.4,3.1
Cc1ccccc1-n1nnnc1SCC(=O)NCC1(N2CCOCC2)CCCCC1,-0.9,0,0.6,-1.1,0.3,2,-2.2,0,3,-1.4,0.1
O=C(CN1CCN(Cc2ccccc2)CC1)N1CCCc2ccccc21,1.6,9,-0.5,-0.7,-0.3,-2,-1.6,-4,-6,-1.0,3.4
CCOC(=O)N1CCN(C(=O)CNC(=O)c2nn(-c3ccc(OC)c(OC)c3)c(=O)c3ccccc23)CC1,0.3,0,-0.4,0.4,-0.5,0,-1.5,-3,-8,-0.9,-1.7
Cc1noc(C)c1COC(=O)c1ccc(F)c(S(=O)(=O)N2CCOCC2)c1,-0.9,-4,0.3,-0.8,0.3,-5,-1.6,-4,-2,-1.2,1.0
CC(C)(C)NC(=O)C(c1ccco1)N(Cc1ccc2c(c1)OCO2)C(=O)Cn1nnc2ccccc21 (stereo not given),-0.6,1,0.4,0.1,0.8,3,-2.3,-1,4,-1.2,-3.6
Nc1nc(-c2cccnc2)nc2sc3c(c12)CCCC3,8.7*,-4,4.5*,20*,1.6,6,-0.5,5,-278,1.5*,10*
O=C(CN1C(=O)NC2(CCOc3ccccc32)C1=O)c1ccc(F)cc1 (stereo not given),1.8,0,-2.3,2.4,0.4,-2,1.3,-1,-6,0.5,2.7
N#Cc1ccc(COC(=O)C2CCC(=O)N2)cc1 (stereo not given),-0.9,-2,0.9,-2.5,-1.1,0,0.6,4,0,-1.3,1.5
CC1CCCCC1NC(=O)CCn1c(=S)[nH]c2ccccc2c1=O (stereo not given),-1.0,21*,-1.2,-2.3,0.4,-3,1.9,-1,-1,-0.6,0.1
Cc1ccc(S(=O)(=O)N(C)c2ccc(OCC(=O)NCC3(N(C)C)CCCCC3)cc2)cc1,0.2,11,0.7,-1.1,0.2,-3,0.2,5,-6,-0.4,0.1
COc1ccc(NC(=O)C2=C(C)Nc3ncnn3C2c2ccccc2C(F)(F)F)c(OC)c1 (stereo not given),-1.7,-11,0.8,-0.9,-0.1,1,-2.0,-5,-73,-1.2,2.0
O=C(Nc1ccon1)c1ccccc1F,0.0,4,0.0,-0.2,-0.2,0,-0.2,0,-1,-1.7,1.0
CCn1cnc2cc(NCc3nc4ccccc4n3Cc3ccccc3)ccc21,-0.7,-7,0.2,-2.2,1.1,-1,-3.5,0,-44,-1.9,-3.1
CCOC(=O)c1cc(C(=O)NC(C)c2ccccc2)c(=O)[nH]c1C (stereo not given),-1.7,18,0.1,-2.7,-0.1,-3,1.5,1,-6,-1.8,-1.2
Cc1cccc(C)c1-n1cccc1/C=C1/C(=N)N2C(=NC1=O)SN=C2S(C)(=O)=O,-0.6,-58,1.2,-1.3,0.0,-3,-3.6,0,-64,-0.5,1.8
COc1cccc(-c2nnc(SCC(=O)NCc3ccc4c(c3)OCO4)n2Cc2ccco2)c1,-2.2,-1,-1.4,0.2,-1.3,0,-0.3,0,1,-1.3,0.4
COc1ccc(S(=O)(=O)N2CCCC(C(=O)NC3CCCC3)C2)cc1OC (stereo not given),-2.7,0,-0.3,-2.2,-1.8,-2,-1.6,-2,0,-0.9,-2.5
COC(=O)C1(C)NC(c2cccs2)C2C(=O)N(c3ccc(F)cc3)C(=O)C21 (stereo not given),-0.5,0,-0.7,0.8,0.2,-4,-0.4,4,0,-1.2,1.3
Cc1ccc(SCCNC(=O)c2ccc(C)c(S(=O)(=O)Nc3ccccc3C)c2)cc1,-2.9,-29,-1.0,-1.4,-1.2,-4,-0.1,1,-1,-1.5,-1.2
